CAL PDZ FP – untagged CAL PDZ binding inhibitors, primary screen, biochemical, fluorescence polarization, HTS; hit rate 0.92% among 300,000; inhibition, % at 24.9 µM; Golgi-associated PDZ and coiled-coil motif-containing protein (Homo sapiens), Q9HD26; purified CAL PDZ, TMR-peptide fluorescence polarization, 1 h;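 active = mean inhibition of at least 30% with at least half of replicates also reaching 30%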;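 note: 0% = DMSO neutral control and 100% = excess unlabeled competitor peptide PRC23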
OPRM1-OPRD1 ag – agonists of OPRM1-OPRD1 heterodimerization, primary screen, cell-based, luminescence | Mu-type opioid receptor (Homo sapiens) + Delta-type opioid receptor (Homo sapiens), … | cells | activation, % at 9.3 µM | hit rate 0.3% among 340,000; in the data active = activation above about 18%;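 note: 0% = vehicle-treated cells and 100% = reference agonist; values of inactives mirror those of a sister screen read the other way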
Target sequence (P35372 whole entry, looked up): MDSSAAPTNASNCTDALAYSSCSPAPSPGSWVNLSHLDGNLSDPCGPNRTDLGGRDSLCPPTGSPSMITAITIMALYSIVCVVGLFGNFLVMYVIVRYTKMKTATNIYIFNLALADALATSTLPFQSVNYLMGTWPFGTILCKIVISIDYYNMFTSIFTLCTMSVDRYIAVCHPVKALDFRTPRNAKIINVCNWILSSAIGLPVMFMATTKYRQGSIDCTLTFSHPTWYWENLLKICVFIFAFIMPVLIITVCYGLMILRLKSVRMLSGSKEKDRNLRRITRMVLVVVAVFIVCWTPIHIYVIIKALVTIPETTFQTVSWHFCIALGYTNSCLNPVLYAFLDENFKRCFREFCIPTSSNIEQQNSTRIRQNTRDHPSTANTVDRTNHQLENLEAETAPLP
Target sequence (P41143 whole entry, looked up): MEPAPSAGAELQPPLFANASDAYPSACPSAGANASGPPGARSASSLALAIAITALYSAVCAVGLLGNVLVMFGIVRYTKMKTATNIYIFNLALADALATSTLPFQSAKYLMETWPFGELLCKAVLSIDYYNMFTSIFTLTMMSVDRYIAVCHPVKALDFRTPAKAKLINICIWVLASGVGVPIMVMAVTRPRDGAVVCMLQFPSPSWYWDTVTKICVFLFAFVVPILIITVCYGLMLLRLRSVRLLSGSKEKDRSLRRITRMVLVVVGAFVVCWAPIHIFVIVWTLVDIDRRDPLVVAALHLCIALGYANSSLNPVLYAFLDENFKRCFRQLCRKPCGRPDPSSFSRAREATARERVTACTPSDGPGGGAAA
HTR5A ag – HTR5A agonists in luminescence cell assay, primary screen, counter-screen for OPRM1-OPRD1 heterodimer agonist project, full-deck HTS. 5-hydroxytryptamine receptor 5A (Homo sapiens), P47898. cell-based. activation, % at 9.3 µM. hit rate 0.61% among 340,000. AID 504692, 2011; in the data active = activation mostly above about 9.5%, no sharp cut-off; inactive = mostly below about 7.6%;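 note: 0% = cells with vehicle only and 100% = reference agonist; strong numbers were not always called active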
Keap1-Nrf2 PPI – Keap1-Nrf2 protein-protein interaction inhibitors, primary screen, biochemical, fluorescence polarization, single point; Kelch-like ECH-associated protein 1 (Homo sapiens), Q14145; Keap1 Kelch-Nrf2 peptide fluorescence polarization, 1536-well; inhibition, % at 9.4 µM; hit rate 0.15% among 340,000; in the data active = inhibition above about 12%;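 note: human Keap1 Kelch domain with fluorescein labeled Nrf2 9mer peptide probe; 0% = neutral control wells and 100% = peptide positive control; higher means more block of Keap1 binding to Nrf2 peptide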
RTF Ca sens act – cardiac RTF calcium sensitivity activators, primary screen, biochemical, IANBD-TnC fluorescence, EC20 calcium. Troponin I, cardiac muscle (Homo sapiens) + Troponin T, cardiac muscle (Homo sapiens) + …. hit rate 0.24% among 340,000. IANBD-labeled TnC RTF fluorescence at EC20 calcium; 0% EC20 calcium, 100% full calcium. AID 493008, 2010. activation, % at 7.2 µM;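 active = activation above the mean over all tested compounds plus 3 SD, cut at about 30% in these data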;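 note: rise in fluorescence read as greater calcium sensitivity of cardiac thin filaments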
RTF Ca sens inh – cardiac RTF calcium sensitivity inhibitors, primary screen, biochemical, IANBD-TnC fluorescence, EC70 calcium; IANBD-labeled cardiac RTF, Ca2+ fluorescence; AID 493244, 2011; hit rate 0.12% among 340,000; Troponin I, cardiac muscle (Homo sapiens) + Troponin T, cardiac muscle (Homo sapiens) + …; inhibition, % at 7.15 µM;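 active = inhibition above the mean inhibition of all tested compounds plus 3 SD, cut at about 17% in these data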;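 note: assay run at fixed EC70 calcium of 1.6 mM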
HTR5A inv ag – HTR5A inverse agonists in luminescence cell assay, primary screen, counter-screen for OPRM1-OPRD1 heterodimer inverse agonist project, full-deck HTS; AID 504634, 2011; inhibition, % at 9.3 µM; HTR5A cell line, inverse agonism; hit rate 0.083% among 340,000; 5-hydroxytryptamine receptor 5A (Homo sapiens), P47898; in the data active = inhibition mostly above about 23%, no sharp cut-off; inactive = mostly below about 18%;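 note: 0% = cells with DMSO and 100% = no-cell wells with DMSO; some compounds called inactive have numbers as strong as hits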
V-ATPase pH – regulators of yeast V-ATPase proton pumping, primary screen, pHLuorin cytosolic pH fluorescence | S. cerevisiae | hit rate 0.37% among 350,000 | AID 504577, 2011 | response, % at 10 µM; in the data active = response mostly above about 7.3%, no sharp cut-off; inactive = mostly below about 5.4%; note: actives read high; inactives centre near 0; some compounds called inactive have numbers as strong as hits; reference of the scale not given here
C-LANA FP – inhibitors of KSHV C-LANA binding to DNA, primary screen, biochemical, fluorescence polarization, FAM-LBS DNA, MBP-C-LANA, single point. Kaposi's sarcoma herpesvirus LANA C-terminal domain (residues 932-1162) DNA binding. inhibition, % at 9 µM. hit rate 0.078% among 340,000. AID 504423, 2011;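 active = highest replicate inhibition at or above 60% at 9 µM, even if other replicates fall short; inactive = all replicates below 60% inhibition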;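 note: 0% = neutral control wells and 100% = 4 µM acridine orange control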
OPRM1-OPRD1 inv – inverse agonists of MOR-DOR heterodimerization, primary screen, cell-based, luminescence; hit rate 0.21% among 340,000; Mu-type opioid receptor (Homo sapiens) + Delta-type opioid receptor (Homo sapiens), …; inhibition, % at 9.3 µM; cell-based MOR-DOR heterodimer luminescence, inverse agonism; AID 504357, 2011; in the data active = inhibition above about 22%, passing the limit was not always enough;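 note: 0% = cells with DMSO and 100% = wells without cells with DMSO; values of inactives mirror those of a sister screen read the other way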
Numbers without * were called inactive; nt = not tested or not shown; & = joins results of further samples. Not a hit list. About 2.8% of those tested had a hit in this group.

SMILES	CAL PDZ FP	OPRM1-OPRD1 ag	HTR5A ag	Keap1-Nrf2 PPI	RTF Ca sens act	RTF Ca sens inh	HTR5A inv ag	V-ATPase pH	C-LANA FP	OPRM1-OPRD1 inv
COc1ccc(C2CC(c3ccc(Br)cc3)=NN2C(=O)CSC2=NCCS2)cc1 (configuration not stated)	0	102*	0	-4	3	-1	12	-1	-0.7	-492
NC1=NC(=Nc2ccc(S(N)(=O)=O)cc2)c2ccccc21	-2	-1.6	8	2	-4	-6	-24	-4	-7.2	9
Cn1nc(C(=O)Nc2ccc(-n3cnnn3)cc2)c2ccccc2c1=O	nt	-2.2	-3	-4	-3	-1	10	-2	-0.7	11
O=c1oc2ccccc2c(N2CCCCC2)c1CN1CCCCC1	-2	1.8	-3	-2	3	-2	7	2	0.7	-9
COCc1nnc(NC(=O)CCc2ccccc2)s1	1	-2.7	6	3	-2	7	-4	0	-1.0	14
CC1=CC(C)(C)NC(=S)N1c1ccc2ccccc2c1	-3&1	-3.6&-1.9	-2&2	0&-1	-6&-1	-7&-1	7&0	0&6	-0.9&-1.7	16&11
S=c1[nH]nc(-c2cccs2)n1Cc1ccccc1	-3	-1.1	-4	-4	-3	4	10	-1	-1.3	5
C=CCc1cccc(/C=N/c2nc3ccccc3n2CC)c1O	-5	-0.9	1	-6	-2	-4	12	-12	-1.0	6
CCCCNC(=O)c1cc2c(=O)n3cccc(C)c3nc2n(Cc2ccncc2)c1=N	-4	-2.2	-2	-9	5	2	-37	-11	3.9	12
COc1ccc(CNC(=O)CCSCc2cccc(Cl)c2)cc1	-3	1.7	-3	4	-1	0	10	1	0.3	-9
Cc1cccc(NS(=O)(=O)c2csc(C(N)=O)c2)c1	-1	1.1	2	-7	5	-6	-7	3	2.2	-7
CNc1cc(CS(=O)c2ccccc2)nc(-c2ccccc2)n1 (configuration not stated)	-1	-3.2	-1	0	-6	-11	3	-1	0.3	13
CCCCOc1ccc(-c2c(C#N)c(N)nc(SCC(N)=O)c2C#N)cc1	-2	-0.5	2	-6	7	-2	-4	4	1.8	2
C[C@@H](O)[C@H]1O[C@]2(C)CCC[C@H]1O2	-3	-0.8	4	3	10	2	-13	-1	-4.7	5
NC(=O)C1CCN(C(=O)NC(=O)c2ccccc2)CC1	1	-3.9	9	-3	-1	2	1	0	0.9	21
O=C1N(c2ccccc2)C[C@@H]2C[C@@H](c3cc4ccccc4o3)N3CCC[C@@]123	-6	-1.5	4	-5	7	7	-10	-1	-0.4	9
CCCN(CCC)Cc1c(C(=O)N/N=C/c2ccc(Br)cc2)nnn1-c1nonc1N	-2	4.1	-2	0	2	0	5	-3	-0.4	-26
O=C(Nc1ccc(F)cc1F)C1CCN(S(=O)(=O)c2cccnc2)CC1	0	-1.2	0	-4	2	-6	-4	3	-0.4	6
COc1ccc(OCC(=O)NC(=S)Nc2ccc(S(=O)(=O)Nc3cc(OC)nc(OC)n3)cc2)cc1	5	-2.3	4	2	3	11	-22	1	0.5	13
COc1ccccc1N(CC(O)CN1CCC(C)CC1)S(=O)(=O)c1ccccc1 (configuration not stated)	-9	-0.1	-1	-3	0	4	7	-1	1.6	1
COc1ccc(C2/C(=C(/O)c3ccc4c(c3)CC(C)O4)C(=O)C(=O)N2CCCN2CCOCC2)cc1OC (configuration not stated)	-1	-2.1	0	-5	-1	-2	5	1	-0.9	11
CCC(=O)NCCc1nc2ccccc2n1Cc1ccc(C)cc1	nt	-2.5	-1	-5	0	-3	-8	1	0.4	12
O=C(Nc1ccccc1C(=O)Nc1ccc(Cl)cc1)c1cccnc1	-1	0.1	-5	6	-2	0	17	-1	-1.6	-1
CCN1CCN(C(=O)c2cc3c(=O)oc4ccc(C)cc4c3s2)CC1	-4	-2.9	-4	-2	-9	3	10	-1	0.5	14
CCOc1ccc(-c2cc(C(=O)O)c3ccccc3n2)cc1	2	0.0	-1	-4	-2	-6	10	0	-0.9	0
Cn1c(=O)c2c(nc(Sc3ccccc3N)n2C)n(C)c1=O	nt	-1.6	7	-2	3	-1	-28	1	6.2	9
Cc1cc(C)n(-c2ccc(C(=O)N3CCN(S(=O)(=O)c4ccc(C(C)C)cc4)CC3)cc2)n1	nt	-1.6	5	-4	-5	7	-10	3	-0.5	6
CCOC(=O)C1=C(O)/C(=C\c2cccs2)N=C1C	-3	-1.3	-2	-5	2	-4	6	-1	0.9	8
CC(=O)c1cccc(S(=O)(=O)Nc2ccccc2N2CCOCC2)c1	4	-6.0	0	-4	-2	0	4	nt	-1.6	23
NNC(=O)c1oc2ccccc2c1-n1cccc1	2	-0.8	4	-8	3	-4	-11	-1	-1.9	4
COc1ccccc1NC(=O)CN1CCN(CC(=O)Nc2ccc(OC)c(OC)c2)CC1	-4	-2.1	3	-1	-3	5	-13	-2	-1.3	10
O=C(CSc1nnc(-c2cnccn2)n1Cc1ccco1)c1ccc(Cl)c(Cl)c1	-1	-1.6	-2	-2	0	-6	6	-1	-0.4	7
Cc1cc(C)c(-n2nnnc2SC(C)C)c(C)c1	-1	1.6	1	-1	0	6	7	-1	-1.5	-8
COc1ccc(OC)c(NC(=O)CN(C)CC(=O)Nc2ccccc2Br)c1	-6	-1.1	-1	1	3	5	3	-1	1.5	6
Cc1ccc(S(=O)(=O)Nc2nc3ccccc3nc2NCc2ccc3c(c2)OCO3)cc1C	0	-1.4	3	-4	-6	-7	-9	2	0.1	8
CCN(C[C@H]1N[C@@](C)(C(=O)OC)[C@H]2C(=O)N(C)C(=O)[C@@H]12)C(=O)Nc1ccc(OC)cc1	4	0.2	-3	-4	-6	-2	11	-2	0.9	-1
NC(=O)c1ccc(Oc2ncc(C(F)(F)F)cc2Cl)cc1	3	-1.4	-3	-1	3	-3	10	0	0.4	7
CCCNC(=O)Cn1cnc2sc(C(=O)Nc3cc(OC)c(OC)c(OC)c3)c(C)c2c1=O	-3	-2.6	-1	0	-2	2	-30	3	-0.3	14
Cc1cccc(C(C)C)c1NS(=O)(=O)c1cn(C)nc1C	-2	0.8	-1	2	-1	-13	6	-1	-1.1	-4
CCCCCCN(C(=O)CCCCCN1C(=O)NC(c2ccc([N+](=O)[O-])cc2)C(C(=O)OCc2ccccc2)=C1C)C(C(=O)NCCCC)C1CCCCC1 (configuration not stated)	-2	-2.1	1	0	-4	-10	-2	-3	1.6	10
O=C(CCN1C(=O)c2ccccc2S1(=O)=O)NCc1ccc(F)cc1	-5	2.0	1	1	1	-8	-3	-1	-6.4	-13
O=C(O)c1ccccc1-c1ccccc1C(=O)Nc1cccc2ccccc12	-2	-0.9	-2	1	-5	0	8	2	-0.1	5
CCOc1ccccc1NC(=O)COC(=O)CCOc1cc(C)ccc1C	-1	12	1	-3	-3	-8	-14	0	-0.7	-77
CC1(c2ccc3c(c2)OCO3)NC(=O)N(CC(=O)Nc2ccc(N3CCOCC3)cc2)C1=O (configuration not stated)	-1	-1.2	5	4	2	-10	1	2	1.5	6
Cc1ccc(C(=O)NC(=S)N2CCCCCC2)cc1	12	-5.2	4	1	4	-6	-10	0	1.2	20
O=C(CNC(=S)N(CCCN1CCOCC1)Cc1cccs1)NCCCN1CCOCC1	nt	-1.6	2	1	0	5	-60	2	2.0	9
COc1ccc(Cc2nc(-c3ccccc3)no2)cc1	nt	2.3	2	-3	1	-4	20	2	0.7	-13
O=C1CNC(=O)/C1=C/c1ccc(Br)cc1	nt	0.4	-1	-3	6	-9	-27	2	0.2	-2
CCOC(=O)c1[nH]c(C)c(C(=O)NC(C)CC)c1C (configuration not stated)	nt	-3.1	-3	1	1	-8	9	-4	-2.1	16
COc1cc(CN(C(=O)c2cc3ccccc3oc2=O)C2CCS(=O)(=O)C2)cc(OC)c1OC (configuration not stated)	nt	-2.1	7	-5	-1	3	1	6	-1.2	11
CCN1C(=O)CC(N2CCC(Nc3ccc(F)cc3)CC2)C1=O (configuration not stated)	0	nt	nt	-1	-8	-4	nt	2	-0.7	nt
COC(=O)c1ccccc1NC(=S)NC(=O)c1ccc2c(c1)OCO2	0	-5.0	-4	-6	2	4	21	-1	-1.1	16
CN(C(=O)/C=C/c1ccco1)c1ccccc1C(=O)O	-2	-2.6	5	-2	2	3	-15	-2	1.6	13

Another view of part of the listing above:
Every second line gives: CAL PDZ FP	OPRM1-OPRD1 ag	HTR5A ag	Keap1-Nrf2 PPI	RTF Ca sens act	RTF Ca sens inh	HTR5A inv ag	V-ATPase pH	C-LANA FP	OPRM1-OPRD1 inv
> O=C(CCN1C(=O)c2ccccc2S1(=O)=O)NCc1ccc(F)cc1
 : -5	2.0	1	1	1	-8	-3	-1	-6.4	-13
> O=C(O)c1ccccc1-c1ccccc1C(=O)Nc1cccc2ccccc12
 : -2	-0.9	-2	1	-5	0	8	2	-0.1	5
> CCOc1ccccc1NC(=O)COC(=O)CCOc1cc(C)ccc1C
 : -1	12	1	-3	-3	-8	-14	0	-0.7	-77
> CC1(c2ccc3c(c2)OCO3)NC(=O)N(CC(=O)Nc2ccc(N3CCOCC3)cc2)C1=O (configuration not stated)
 : -1	-1.2	5	4	2	-10	1	2	1.5	6
> Cc1ccc(C(=O)NC(=S)N2CCCCCC2)cc1
 : 12	-5.2	4	1	4	-6	-10	0	1.2	20
> O=C(CNC(=S)N(CCCN1CCOCC1)Cc1cccs1)NCCCN1CCOCC1
 : nt	-1.6	2	1	0	5	-60	2	2.0	9
> COc1ccc(Cc2nc(-c3ccccc3)no2)cc1
 : nt	2.3	2	-3	1	-4	20	2	0.7	-13
> O=C1CNC(=O)/C1=C/c1ccc(Br)cc1
 : nt	0.4	-1	-3	6	-9	-27	2	0.2	-2
